NSD2 HMT inh: NSD2 (human) methyltransferase inhibition | AID 743445 | inhibition, % at 12.5 µM | NSD2 peptide methylation, AlphaScreen, 120 min | O96028 | 310,000 compounds, 0.54% hits; in the data active means inhibition above about 50%
Target sequence (O96028 whole entry, looked up): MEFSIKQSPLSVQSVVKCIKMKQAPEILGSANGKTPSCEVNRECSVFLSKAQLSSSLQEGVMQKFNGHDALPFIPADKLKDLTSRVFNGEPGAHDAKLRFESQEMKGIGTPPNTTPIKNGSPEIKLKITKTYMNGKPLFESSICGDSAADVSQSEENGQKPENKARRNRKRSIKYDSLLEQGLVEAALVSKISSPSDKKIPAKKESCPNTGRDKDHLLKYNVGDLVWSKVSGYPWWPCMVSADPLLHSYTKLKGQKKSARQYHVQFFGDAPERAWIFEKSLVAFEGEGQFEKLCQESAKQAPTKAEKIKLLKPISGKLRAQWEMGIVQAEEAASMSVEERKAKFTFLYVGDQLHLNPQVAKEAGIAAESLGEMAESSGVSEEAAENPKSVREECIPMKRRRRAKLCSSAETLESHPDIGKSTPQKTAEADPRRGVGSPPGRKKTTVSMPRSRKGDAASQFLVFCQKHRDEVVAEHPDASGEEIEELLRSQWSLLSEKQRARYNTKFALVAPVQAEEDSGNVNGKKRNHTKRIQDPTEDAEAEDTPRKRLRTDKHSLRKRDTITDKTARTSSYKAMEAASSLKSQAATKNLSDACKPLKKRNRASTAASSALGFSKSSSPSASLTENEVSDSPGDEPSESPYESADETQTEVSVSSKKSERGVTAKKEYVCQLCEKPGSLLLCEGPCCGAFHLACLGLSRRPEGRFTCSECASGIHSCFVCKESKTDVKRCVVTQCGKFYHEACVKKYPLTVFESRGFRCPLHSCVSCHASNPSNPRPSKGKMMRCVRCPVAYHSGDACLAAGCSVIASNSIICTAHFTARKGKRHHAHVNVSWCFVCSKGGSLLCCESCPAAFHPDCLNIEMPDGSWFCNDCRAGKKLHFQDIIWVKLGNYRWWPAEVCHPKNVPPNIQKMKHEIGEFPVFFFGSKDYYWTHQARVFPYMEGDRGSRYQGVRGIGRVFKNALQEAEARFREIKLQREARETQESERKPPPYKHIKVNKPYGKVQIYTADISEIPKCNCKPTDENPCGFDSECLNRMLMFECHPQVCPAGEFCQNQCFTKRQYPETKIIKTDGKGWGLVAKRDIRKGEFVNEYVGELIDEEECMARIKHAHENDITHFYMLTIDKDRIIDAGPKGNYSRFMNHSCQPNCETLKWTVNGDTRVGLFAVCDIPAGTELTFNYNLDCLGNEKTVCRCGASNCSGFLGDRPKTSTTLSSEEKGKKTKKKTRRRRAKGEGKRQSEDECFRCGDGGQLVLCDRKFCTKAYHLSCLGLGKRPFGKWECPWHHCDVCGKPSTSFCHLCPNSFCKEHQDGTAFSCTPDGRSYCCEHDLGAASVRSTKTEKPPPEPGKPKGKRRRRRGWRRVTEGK
Starred values were filed as active, the others as inactive. The list is partial; the hit share may differ from the screen's.

SMILES | NSD2 HMT inh
N#Cc1cccc(OCCCN2CCC(C(O)(c3ccccc3)c3ccccc3)CC2)c1 | 4.2
CCc1ccc(C(O)c2ncc(-c3ccc4ccccc4c3)[nH]2)cc1 (stereo not drawn) | 3.6
Cc1nc2ccc(C(=O)N(C)Cc3ccco3)cn2c1N(C)C(=O)CCc1ccccc1 | -0.5
NS(=O)(=O)c1ccc(CCNc2nn3c(-c4cccc(OC(F)(F)F)c4)cnc3s2)cc1 | -4.4
COc1cccc(-c2cnc3c(NC(C)=O)cc(-c4cccc(C(=O)N(C)C)c4)cn23)c1 | 2.9
CCN(Cc1cc2ccccc2[nH]c1=O)C(=O)c1cccc([N+](=O)[O-])c1 | 1.5
CCOc1ccc(-n2c(SCC(=O)Nc3ccc(S(=O)(=O)Nc4nccs4)cc3)nnc2-c2ccccc2)cc1 | 32.3
C[C@H]1[C@@H](NC(=O)c2ccc(C(F)(F)F)cc2)CC[C@@]23CCCN2C(=O)CCC[C@@H]13 | 0.5
CCCNC(=O)c1cc(C2CCCCN2S(=O)(=O)c2cccc3cccnc23)on1 (stereo not drawn) | -0.1
c1ccc(OCCNc2nc(NCC3CC3)nc3cc(-c4ccccc4)sc23)cc1 | -1.3
COc1cccc(Nc2nc(C(N)CCc3ccccc3)cs2)n1 (stereo not drawn) | 8.1
CN(C(=O)CN1CCN(c2cc(-c3ccc(OCc4ccccc4)cc3)ncn2)CC1)c1ccccc1 | -2.5
COc1ccc(CC(N)c2csc(NC(=O)NC(c3ccccc3)c3ccccc3)n2)cc1 (stereo not drawn) | 0.3
Cc1cccnc1C(NC(=O)C1CCN(Cc2cn(C)c3ccccc23)CC1)c1ccc(Cl)cc1 (stereo not drawn) | 1.8
CCCNC(=O)C1(C)CCN(Cc2noc(-c3ccccc3OC)n2)C1 (stereo not drawn) | 0.4
C/C=C/C(=O)N1CCc2cc(S(=O)(=O)N(C)Cc3ccco3)ccc21 | 1.5
Cc1c2c(n3c(nc4ccccc43)c1C#N)N(Cc1cccnc1)CC2 | -0.4
CCC(=O)N1CCc2cc(Br)c(S(=O)(=O)N3CCC(C(=O)NC(C)(C)C)CC3)cc21 | -1.7
O=C(NCc1cccs1)C1C2C=CC3(CN(Cc4ccccc4)C(=O)C13)O2 (stereo not drawn) | -4.7
FC(F)(F)c1cccc(-c2cc3nc(NCCOc4ccccc4)ccn3n2)c1 | -1.3
COc1cccc(C(C)(O)c2nc(/C=C/c3ccccc3)cs2)c1 (stereo not drawn) | 1.0
COc1ccc(C(O)c2ncc(-c3cccc(OCc4ccccc4)c3)[nH]2)cc1F (stereo not drawn) | 0.9
O=C(Nc1ccc(F)cc1)C(c1cc2ccccc2o1)N1CCN(CC(=O)N2CCCC2)CC1 (stereo not drawn) | 33.5
Cc1ccc(NC(=O)C2CCCCC2)c(O)c1 | -0.6
C=CCn1c(Cc2cccs2)nnc1SCC(=O)Nc1ccc2c(c1)OCO2 | 0.6
CCc1nc2c(OCc3ccc(OC(F)F)cc3)cccn2c1N(C)C(=O)c1cccs1 | -0.3
CC(=O)Nc1cc(-c2cccc(CO)c2)cn2c(-c3ccc(C(C)=O)cc3)cnc12 | 17.8
O=C(NCC1CC1)c1cccc2c(-c3ccc(F)c(F)c3)coc12 | 0.7
Cc1cccc(C)c1C(O)c1ncc(-c2cccc3ccccc23)[nH]1 (stereo not drawn) | 4.7
Cc1c(O)cnc2nn(-c3ccccc3)c(=N)n12 | -2.3
Cc1nnc(NCC=Cc2ccccc2)s1 | 0.9
CC(=O)N1CCCN(C(=O)CCn2nnc3ccccc32)CC1 | 2.3
Cc1cc(C)cc(CC(=O)N2CCC2(C)C(=O)NS(=O)(=O)c2ccccc2)c1 (stereo not drawn) | 0.3
CC1(C(=O)NCc2cccc(Cl)c2)Cc2c(-c3cccc(C(N)=O)c3)ccnc2O1 (stereo not drawn) | -0.1
O=c1[nH]nnc2c1ncn2C1OC(CO)C(O)C1O (stereo not drawn) | -3.9
CCN(C(=O)Cn1nnc(-c2ccncc2)n1)c1ccccc1 | -7.8
COc1ccccc1/C=C/C=N/n1c(-c2n[nH]c3c2CCC3)n[nH]c1=S | 5.5
CCC(C)NC(=O)CNc1nnnn1-c1ccccc1 (stereo not drawn) | -1.9
Nc1ccc(Br)c2c1C(=O)c1ccccc1C2=O | 16.5
O=C(NCc1ccccc1)C(c1ccccc1F)n1c(=O)c(-c2ccccc2)nc2ccccc21 (stereo not drawn) | -2.0
COc1ccc(C(C)(O)c2nc(-c3cncnc3)cs2)cc1 (stereo not drawn) | -2.1
COC(=O)c1cc(NC(=O)C2CCCN(S(=O)(=O)c3c(C)n[nH]c3C)C2)cc(C(=O)OC)c1 (stereo not drawn) | 3.2
CC(=O)Nc1cccc(-c2ccnc3c2CC(C(=O)NCCC(F)(F)F)O3)c1 (stereo not drawn) | 1.6
CCCNC(=O)C1(C)CCCN(Cc2cc(-c3ccccc3)n(C)n2)C1 (stereo not drawn) | 2.3
COc1ccc(OC)c(S(=O)(=O)N2CCCC(C(=O)Nc3c(C)n(C)n(-c4ccccc4)c3=O)C2)c1 (stereo not drawn) | -1.0
O=C(NCc1ccco1)c1ccc2nc([C@@H]3O[C@H](CO)[C@H](O)[C@H](O)[C@H]3O)[nH]c2c1 | 2.6
CC1(C(=O)NS(=O)(=O)c2cccc(Cl)c2)CCN1C(=O)Cc1ccc(Cl)cc1Cl (stereo not drawn) | -2.0
CC(=O)c1ccc(Nc2nc(C(N)C(C)C)cs2)cc1 (stereo not drawn) | -0.2

Some of these compounds in order of their number in NSD2 HMT inh, largest number first:
Compound | NSD2 HMT inh
COc1cccc(Nc2nc(C(N)CCc3ccccc3)cs2)n1 (stereo not drawn) | 8.1
Cc1cccc(C)c1C(O)c1ncc(-c2cccc3ccccc23)[nH]1 (stereo not drawn) | 4.7
Cc1cc(C)cc(CC(=O)N2CCC2(C)C(=O)NS(=O)(=O)c2ccccc2)c1 (stereo not drawn) | 0.3
FC(F)(F)c1cccc(-c2cc3nc(NCCOc4ccccc4)ccn3n2)c1 | -1.3

More records.
SMILES | NSD2 HMT inh
CC1(C(=O)NS(=O)(=O)c2ccc(F)cc2F)CCN1C(=O)CCc1ccccc1 (stereo not drawn) | -0.7
Cn1nc(C(C)(C)C)cc1C(=O)N1CCCCC1c1cc(C(=O)Nc2cccc3c2CCCC3)no1 (stereo not drawn) | -2.4
CC1(Cc2cc(Cl)ccc2C(F)(F)F)C(=O)Nc2ccc(OC(F)(F)F)cc21 (stereo not drawn) | 3.8
N#Cc1ccc(C(=O)N2CCCCC2c2cc(C(=O)Nc3cccc(C#N)c3)no2)cc1 (stereo not drawn) | 0.8
Cc1cc(-c2cc(NC=O)c3ncc(-c4cccc(C(=O)NCCN(C)C)c4)n3c2)cc(C)c1O | 2.9
COc1ccc(C(C)(NC(C)=O)c2nc(-c3cnc4ccccc4c3)cs2)cc1 (stereo not drawn) | 4.0
CC1CCC(NC(=O)c2ccc(/C=C3\Oc4ccccc4N(C)C3=O)cc2)CC1 (stereo not drawn) | -2.9
CSc1nc(SCC(=O)NCc2ccco2)c2sc3nc(C(C)C)c4c(c3c2n1)CCC4 | 2.2
CSCCCNC(=O)c1oc(=O)c2ccccc2c1-c1ccc(C)cc1 | 6.7
COc1ccc(C(NC(=O)C2CCN(C/C=C/c3ccc(OC(C)=O)c(OC)c3)CC2)c2ccccn2)cc1 (stereo not drawn) | 3.7
CCCCC(=O)N(C)c1c(C)nc2ccc(C(=O)NCc3ccccc3OC)cn12 | -1.8
Cc1ccc([N+](=O)[O-])cc1CN1CCN(c2ncc(Cc3ccccc3)cn2)CC1 | -1.9
COc1c(C)cc(C(O)c2ncc(-c3ccc(Cl)cc3)[nH]2)cc1C (stereo not drawn) | 1.8
CCc1nc2ccc(C(=O)NCCNC(C)=O)cn2c1N(CCC(C)C)CCN(C)C | -5.1
OC[C@@H]1CN(Cc2cccnc2)C[C@H](n2cnc3c(NC4CCCC4)ncnc32)O1 | 1.3
Cc1ccc(C(=O)N2c3ccccc3N=C(c3ccccc3)C2C(=O)NC(C)C)cc1 (stereo not drawn) | -2.2
Cn1cc(CC(=O)Nc2ccc(Oc3cccnc3)cc2)c2ccccc21 | 0.6
Nc1cc2c(cc1Cl)-c1ccc(Cl)cc1C2 | -5.0
CCNC(=O)C1CCCN(C(=O)c2ccc(OC)cc2OC)CC1 (stereo not drawn) | 0.1
Cc1ccc(CC2(C)C(=O)Nc3c(Cl)cccc32)cc1 (stereo not drawn) | 0.2
O=C(CNS(=O)(=O)c1ccccc1F)N1CCN(c2ccccn2)CC1 | -3.1
COc1ccc(NC(=O)C2(C)CCN2Cc2ccc(C(C)C)cc2)cc1OC (stereo not drawn) | 3.1
CC(C)Cn1cc(-c2cncc3nccn23)cn1 | -0.2
CCOC(=O)N(C)c1c(CC)nc2c(OCc3ccc(Cl)cc3)cccn12 | 5.9
COc1cc(NC(=O)c2ccc(-c3ccnn3C)c3ccoc23)cc(OC)c1OC | -0.7
O=C(Nc1nnc([C@@H]2C[C@H](O)[C@@H](CO)O2)s1)c1c(F)cccc1F | 0.5
CC(=O)c1ccc(OCc2nnn(CC(=O)NS(=O)(=O)c3ccc(C)cc3)c2-c2ccccc2)cc1 | 7.7
Cc1ccc(-c2cnc(C(O)c3ccc(Cl)c(F)c3)[nH]2)cc1 (stereo not drawn) | 3.7
CCCCNC(=O)C1(C)CCCCN1C(=O)c1oc2ccccc2c1C (stereo not drawn) | 2.0
CCNC(=O)C1(C)CCN(C(=O)c2ccc(OC)cc2OC)C1 (stereo not drawn) | 11.3
CC(=O)Nc1cc(-c2cccc(F)c2)cn2c(-c3ccc(F)c(Cl)c3)cnc12 | 0.1
COc1cccc(NC(=O)COC(=O)c2n[nH]c3ccccc23)c1 | 0.5
CC(=O)NC(c1ccc(F)c(F)c1)c1nc(-c2cccc(F)c2)cs1 (stereo not drawn) | 2.6
O=NN(Cc1cccnc1)Cc1cccnc1 | 2.8
COC(=O)C1=C(C)N(Cc2ccccc2C(F)(F)F)C(=NCc2ccc(C(F)(F)F)cc2)NC1c1ccc(C(F)(F)F)cc1 (stereo not drawn) | -1.7
Cc1noc(C)c1-c1ccc(C(=O)NCc2ccccc2)c2occc12 | -1.7

In another format: results already given.
NSD2 HMT inh	SMILES
7.7	CC(=O)c1ccc(OCc2nnn(CC(=O)NS(=O)(=O)c3ccc(C)cc3)c2-c2ccccc2)cc1
-1.7	Cc1noc(C)c1-c1ccc(C(=O)NCc2ccccc2)c2occc12
2.0	CCCCNC(=O)C1(C)CCCCN1C(=O)c1oc2ccccc2c1C (stereo not drawn)
3.7	Cc1ccc(-c2cnc(C(O)c3ccc(Cl)c(F)c3)[nH]2)cc1 (stereo not drawn)

New compounds follow.
SMILES | NSD2 HMT inh
CC1(Oc2cccnc2Cl)CCN(Cc2ccc(OC(F)(F)F)cc2)C1 (stereo not drawn) | -0.6
CC1(C(=O)NS(=O)(=O)c2ccccc2Cl)CCN1C(=O)Cc1cccs1 (stereo not drawn) | -1.4
CCCS(=O)(=O)NC(=O)C1(C)CCCN(C(=O)c2ccc(OC)cc2OC)C1 (stereo not drawn) | -5.5
O=C(c1cc(C2CCCCN2C(=O)OCCF)on1)N1CCOCC1 (stereo not drawn) | -1.5
COCc1[nH]nc2c1C(c1cccc(C(F)(F)F)c1)NC2=O (stereo not drawn) | -1.7
Cc1cccc(N2CCN(C(=O)c3ccc4c(=O)[nH]c5c(C(=O)NC6CCCC6)sc(=S)n5c4c3)CC2)c1C | 8.2
CC1(C(=O)NCc2cccnc2)Cc2c(-c3cccc(C(F)(F)F)c3)ccnc2O1 (stereo not drawn) | -0.8
OCCNc1ncnc2c1ncn2[C@H]1CN(Cc2ccc(Cl)cc2)C[C@@H](CO)O1 | -3.1
CC(C)c1ccc(C(=O)N2CCOCC2c2cc(C(=O)Nc3ccccc3)no2)cc1 (stereo not drawn) | 0.0
O=C1NCCN1CCNc1nc(NCc2ccccc2)nc2ccsc12 | 6.6
COc1cc(CNC(=O)Nc2nc(C(N)Cc3ccc(Cl)cc3)cs2)cc(OC)c1OC (stereo not drawn) | 0.9
CC1(C(=O)NS(=O)(=O)c2cccc(C#N)c2)CCN1C(=O)c1ccccc1CCc1ccccc1 (stereo not drawn) | -4.4
CCCCN1C(=O)C(CC(=O)NCCCN(C)C)CC(C(=O)N(C(C)C)C(C)C)=C1C (stereo not drawn) | -3.5
CC(=O)N1CCc2cc(NC(=O)C3(C)CCN3Cc3ccccc3OC(F)F)ccc21 (stereo not drawn) | 3.6

A few values from the list.
Under NSD2 HMT inh, CC1(C(=O)NS(=O)(=O)c2ccccc2Cl)CCN1C(=O)Cc1cccs1 (stereo not drawn) is listed with -1.4
Under NSD2 HMT inh, CCCS(=O)(=O)NC(=O)C1(C)CCCN(C(=O)c2ccc(OC)cc2OC)C1 (stereo not drawn) is listed with -5.5
Under NSD2 HMT inh, CCCCN1C(=O)C(CC(=O)NCCCN(C)C)CC(C(=O)N(C(C)C)C(C)C)=C1C (stereo not drawn) is listed with -3.5
